pAkt inh: inhibitors of Akt phosphorylation; Neuro2A IGF-stimulated pAkt S473 HTRF, 20 min; stronger effect = lower value; activity change, % for hits at 50 µM; 360,000 compounds, 0.32% hits; AID 651550; in the data active = activity change below about -80%; inconclusive = mostly about -51% to -80%; note: % is set by controls: 0 for no effect and ±100 for the full control effect
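Single-point screen (50 µM final compound) in Neuro2A cells stimulated 20 min with 6 nM IGF at 37 deg C. After lysis, Ser473-phosphorylated Akt read by HTRF (ex 330 nm, em 615/665 nm) as the 665/615 ratio.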
Mm-Cpn inhibitor: inhibitors of Methanococcus maripaludis chaperonin (MmCpn). purified Mm-Cpn ATPase, ADP Transcreener TR-FRET. Potency, µM (series often up to 76.9 µM), without a hit: at the top dose activity, negative = inhibition, hits mostly inhibitors. 330,000 compounds, 0.031% hits. AID 504842; note: potency is the fitted concentration of half-maximal effect; % is set by controls: 0 for no effect and ±100 for the full control effect; nearly all actives have a fitted effect of over 80% in size
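Reaction buffer contained 30 mM Tris pH 7.4, 100 mM KCl, 5 mM MgCl2 and 1 mM DTT. Mm-CPN (25 nM final) hydrolysed 10 uM ATP over 30 min at 37°C; ADP was read by HTRF.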
TGFb inhibitor: inhibitors of TGF-b signaling | HepG2 CAGA-GFP TGF-b/SMAD3 reporter, GFP fluorescence, 18 h; TGF-beta stimulated, 500 pg/mL final | Potency, µM (titrated, usually from 46.1 µM), inactives show at the highest dose activity, negative = inhibition, most hits filed as inhibitors | 410,000 compounds, 1.2% hits; note: potency is the fitted concentration of half-maximal effect; % is set by controls: 0 for no effect and ±100 for the full control effect; nearly all actives have a fitted effect of over 65% in size
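Cell-based qHTS in HEPG2 carrying a CAGA-GFP Smad reporter; compounds added before 500 pg/mL final TGF-beta, 18 h incubation at 37 degrees C, GFP fluorescence quantified per cell by imaging cytometry.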
A549 viability: A549 cytotoxicity, counter-screen for Nrf2 inhibitors. AID 504648. Potency, µM (doses to about 46 µM), without a hit: top-dose activity change, negative = cytotoxicity, actives largely listed as inhibitors. A549 ARE-Fluc cells, CellTiter-Fluor viability, 18-24 h. 390,000 compounds, 0.16% hits; note: potency is the fitted concentration of half-maximal effect; % is set by controls: 0 for no effect and ±100 for the full control effect
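A549 ARE_Fluc cells in 5% FBS OPTI-MEM were exposed to compounds in concentration-response for 18-24 h at 37 deg C. Viability was read by CellTiter-Fluor fluorescence (Ex 405/Em 525) after 30 min, before the luciferase read.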
CCT modulator: cytosolic chaperonin activity modulation; purified chaperonin ATPase assay, HTRF ADP detection, 30 min; activity change, % (test concentration not listed), hits read low; 360,000 compounds, 0.3% hits; in the data active = activity change below about -30%; note: % is set by controls: 0 for no effect and ±100 for the full control effect
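Enzyme 40 or 20 nM (batch-dependent) in Tris pH 7.4/KCl/MgCl2/DTT; cpd 76 uM single point; ATP 10 uM; 30 min 37 °C; Transcreener ADP HTRF detection, 30 min RT; ratio 665/615.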
Nrf2 block: blocks Nrf2 signaling; A549 ARE-Fluc reporter, luciferase luminescence, 18-24 h; AID 504444; Potency, µM (top dose mostly 46 µM), for the others: at the top dose activity change, negative = inhibition, actives largely listed as inhibitors; 360,000 compounds, 2.1% hits; note: potency is the fitted concentration of half-maximal effect; % is set by controls: 0 for no effect and ±100 for the full control effect; nearly all actives have a fitted effect of over 60% in size
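Two sequential reads on A549 ARE_Fluc cells exposed to compound for 18-24 h: a CellTiter-Fluor fluorescence read for viability, then a luciferase luminescence read for Nrf2/ARE activity.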
HepG2 viability: counter-screen for TGF-b inhibitors: cytotoxicity in HepG2 cells. HepG2 CAGA-GFP viability, ATP luminescence, 18 h. Potency, µM (doses to about 46.1 µM), for inactives: at the highest dose activity change, negative = cytotoxicity, most hits filed as cytotoxic. 410,000 compounds, 0.76% hits. AID 588856; note: potency is the fitted concentration of half-maximal effect; some results filed as inactive show a strong effect at the top dose
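CellTiter-Glo luminescence gave cytotoxicity after 18 hours at 37 degrees C. The cells were HepG2 CAGA-GFP in 1% FBS DMEM, stimulated with 500 pg/mL TGF-beta after compound addition. %Activity was normalised to no-cell wells (complete cell-killing) and DMSO (no toxicity), and curves were fitted and classified.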
S2 tox: viability counter-screen for ATXN expression inhibitors | AID 651635 | 400,000 compounds, 0.49% hits | Potency, µM (doses to about 56.7 µM), usual class: cytotoxic | S2 cells (HEK-293 line with an ATXN2-luciferase reporter) viability, CellTiter-Fluor protease fluorescence, 24 h; note: potency is the fitted concentration of half-maximal effect; nearly all actives have a fitted effect of over 40% in size
Nrf2 ARE act: activators of Nrf2 (ARE) signaling; AREc32 ARE-luciferase reporter (MCF7-derived line), luminescence, 24 h; Potency, µM (doses to about 46.1 µM), inactives show at the highest dose activation, actives largely listed as activators; 410,000 compounds, 0.31% hits; AID 624171; note: potency is the fitted concentration of half-maximal effect; % of control where 0% means no effect; nearly all actives have a fitted effect of over 65% in size
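Luciferase luminescence (Steady-Glo, 30 min at room temperature) served as the read-out of ARE activation in AREc32 cells treated with compounds for 24 hr at 37 deg C.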
Starred values were filed as active, the others as inactive; i = inactive; ? = inconclusive; · = not tested or not shown; [ ] = dose if it differs, or a comment. Unless noted, calls come from the whole dose curve; as a rule, active = well fitted curve in the direction sought with a large enough effect; inconclusive = small, poorly fitted or top-dose-only effect, or another doubt; inactive = no such curve, though single readings can be large; an effect the other way counts as inactive or inconclusive.

entry	smiles	pAkt inh	Mm-Cpn inhibitor	TGFb inhibitor	A549 viability	CCT modulator	Nrf2 block	HepG2 viability	S2 tox	Nrf2 ARE act
1	CC1CC(C)(C)CC2(C1)NC(=O)N(CC(=O)NCC(c1ccco1)N1CCCCC1)C2=O (stereo unspecified)	i	0%	-6%	-11%	-11	-17%	-16%	?	-0.5%
2	O=C(Nc1cccc(Cl)c1)NC1CC2CCC(C1)N2Cc1cccs1 (stereo unspecified)	i	0%	0%	-1%	0.5	10%	4%	i	0.2%
3	CCOC(=O)C(C(=O)OCC)C1CCS(=O)(=O)C1 (stereo unspecified)	i	-2%	0%	3%	-0.2	13%	-4%	i	-0.1%
4	Cc1ccc2nc(SCC(=O)N3CCCC3)nc(=O)n2c1	i	-1%	4%	-5%	-2.3	-3%	2%	i	2.2%
5	Cc1cccc(NS(=O)(=O)c2ccc(C(=O)NCCCN3CCOCC3)cc2)c1C	i	3%	0%	-3%	1.0	?	-35%	?	2.4%
6	Cc1nc(-c2cn[nH]c2)c2cc(C)oc2n1	i	-1%	2%	-4%	-0.1	-20%	-19%	i	-0.7%
7	COc1ccc(CCNC(=O)CSc2ccc(-c3cccs3)nn2)cc1	i	-4%	12%	-4%	-7.3	-18%	5%	i	2.8%
8	O=C(C1CC1)N1CCN=C1SCc1cccc(C(F)(F)F)c1	i	1%	-6%	-4%	-2.8	-20%	-2%	i	-0.1%
9	CC(=O)Oc1ccc(S(=O)(=O)c2ccc(OC(C)=O)cc2)cc1	i	1%	1%	3%	-1.1	?	-28%	i	0.1%
10	Cn1nc(C(=O)NNC(=O)COc2ccccc2)c2ccccc2c1=O	i	-2%	-4%	3%	-0.6	1%	-1%	i	0.0%
11	CCCNC(=O)c1c(N)n(-c2ccc(S(N)(=O)=O)cc2)c2nc3ccccc3nc12	i	-5%	1%	-4%	-0.6	-2%	11%	i	0.6%
12	COc1ccccc1NC(=O)C1=C(C)NC(=O)NC1c1ccc(C)cc1 (stereo unspecified)	i	-1%	1%	-2%	-0.1	-6%	-1%	i	0.3%
13	CC(C)C(C)NC(=O)CN1C(=O)NC2(CCCCCC2)C1=O (stereo unspecified)	i	1%	2%	1%	0.2	-8%	-1%	i	-0.1%
14	Cc1cc2nc(-c3ccc(SCc4ccccc4C#N)nc3)[nH]c2cc1C	i	?	-1%	-8%	1.7	-7%	-26%	?	0.3%
15	CCCNC(=O)C1(C)CCCN(Cc2ccc3ccccc3c2)C1 (stereo unspecified)	i	·	-20%	·	-0.7	·	-14%	i	-0.6%[9.22 µM]
16	CCOC(=O)c1c(-c2ccc(OC)cc2)oc2cc(Br)c(O)cc12	i	-9%	-2%	1%	-0.4	?	-11%	i	-0.5%
17	O=C(CCn1cccc1)NCc1ccc(Cl)cc1	i	0%	2%	-4%	-0.1	0%	8%	i	-0.2%
18	CN(C)CCCN1C(=O)C(O)=C(C(=O)c2cc3ccccc3o2)C1c1ccccc1 (stereo unspecified)	i	-22%	14%	-17%	-1.8	-7%	-4%	i	1.8%
19	O=C(CCS(=O)(=O)c1ccc(Br)s1)NCc1cccs1	-82%*	-1%	4%	-2%	0.3	3%	-5%	i	-0.1%
20	COc1ccc(CCn2c(N)c(C(=O)NCc3ccco3)c3nc4ccccc4nc32)cc1	i	1%	?	-8%	-4.2	?	-42%	i	24%
21	CC(CCc1ccccc1)NC(=O)CN(C)Cc1ccc(F)cc1 (stereo unspecified)	i	0%	3%	-3%	0.1	-15%	-12%	i	0.4%
22	CCOC(=O)C1CCCN(C2=NC(=O)/C(=C/c3ccc(OC)cc3)S2)C1 (stereo unspecified)	i	0%	-2%	13%	-0.3	7%	-15%	i	4.2%
23	O=S1(=O)CC(N2CCCC2)CN1Cc1cn(Cc2cccc(Cl)c2)nn1 (stereo unspecified)	i	·	·	·	0.5	·	·	i	-0.4%
24	CCO[C@H]1OC(C(N)=O)=C[C@@H](c2ccccc2)[C@@H]1CCCO	i	·	-3%	-1%	-1.6	-8%	-4%	i	-0.5%
25	Cc1cccc(OCC(=O)Nc2ccc(C(=O)OCc3cc(=O)n4nc(C5CC5)sc4n3)cc2)c1	·	·	-5%	-3%	·	·	4%	i	-0.5%
26	O=C(O)Cn1c2c(c3ccccc31)CSc1ccc(Cl)cc1-2	i	-4%	-3%	0%	-0.1	1%	2%	i	0.5%
27	CCCCNC(=O)c1cc(Sc2ccc(OCC)cc2)nc2ccccc12	·	·	-12%	5%	·	·	-7%	·	6.9%
28	COc1c(C)cc(Br)cc1C(=O)Nc1ccc(C)cc1[N+](=O)[O-]	i	1%	1%	9%	-1.6	14%	5%	i	0.0%
29	Cc1ccccc1OCCN1CCCC1	i	1%	-11%	10%	-0.7	12%	1%	i	-0.1%
30	COc1ccccc1CNC(=O)CCN=C1NS(=O)(=O)c2ccccc21	i	-4%	0%	8%	-0.2	-5%	-3%	i	-0.2%
31	Cn1cc(C(=O)NC2CCCCC2)c(=O)c2cc(S(=O)(=O)N3CCCC3)ccc21	i	-1%	-1%	-2%	1.1	11%	24%	i	-0.2%
32	N#CC1=C(SCC(=O)c2ccc(Cl)cc2)NC2=C(C(=O)CCC2)C1c1ccco1 (stereo unspecified)	i	-5%	?	?	-14	?	-9%	i	4.8%
33	CCc1ccc2occ(CC(=O)Nc3sc4c(c3C(=O)NCCOC)CCCC4)c2c1	·	·	-4%	-2%	·	-6%	-22%	i	-1.4%
34	CCCCN(CCCC)C(=O)CCS(=O)(=O)c1ccc2c(c1)n(C)c(=O)c(=O)n2C	i	1%	-8%	1%	-2.3	-2%	10%	i	0.5%
35	O=C(CCS(=O)(=O)Cc1ccc(Cl)cc1)NCCc1ccccc1	i	1%	10%	1%	-1.0	10%	17%	i	-0.1%
36	COc1ccc([C@H]2CC(=O)C=C(c3ccc(Cl)c(C(F)(F)F)c3)C2)cc1	i	-1%	8.9µM*	4%	-0.6	6%	-37%	i	2.9%
37	COc1cc(NC(=O)[C@H]2CSCN2C(=O)[C@@H]2CCC(=O)N2)cc(OC)c1OC	i	?	-1%	1%	-0.2	34%	-2%	i	0.1%
38	COc1ccc(NS(=O)(=O)c2ccc(F)c(F)c2F)cc1S(=O)(=O)N1CCOCC1	i	0%	4%	-9%	1.0	?	-11%	i	-0.7%
39	COc1ccc(NC(=O)N(Cc2ccco2)C2CCN(C(C)=O)CC2)c(OC)c1	·	·	-17%	13%	·	7%	-22%	i	-0.4%
40	COc1cccc(N2CCN(c3ccc4nnc(CCC(=O)N5CCC(C)CC5)n4n3)CC2)c1	i	1%	-11%	2%	-4.3	-11%	-13%	i	0.3%
41	COCCN(C(=O)COC(=O)CCOc1ccccc1)c1c(N)n(Cc2ccccc2)c(=O)[nH]c1=O	i	3%	1%	8%	3.1	-13%	-20%	i	1.0%
42	CCCCC(=O)Nc1ccc(C(=O)Nc2ccc3c(c2)OCO3)cc1	i	-1%	-1%	-1%	-3.4	-6%	-14%	i	-0.5%
43	CCOC(=O)CN(C(=O)CNC(=O)c1ccco1)C(C(=O)NC1CCCCC1)c1cccc(OC)c1 (stereo unspecified)	i	0%	?	11%	-1.0	9%	2%	i	-0.2%
44	NC(=O)C1CCN(C(=O)CCSCc2ccccc2)CC1	i	0%	19%	-1%	-1.3	2%	7%	?	-0.1%
45	Cc1nc2c(C)cccc2c2c1CCN2c1ccccc1F	i	-6%	?	5%	-3.8	27%	-27%	i	1.0%
46	C/C(CC(=O)Nc1cc(C)ccn1)=N\NC(=O)c1ccc(C(C)(C)C)cc1	i	-2%	-19%	-1%	0.9	?	-6%	i	4.1%
47	CCOC(=O)c1cc(S(=O)(=O)Nc2cc(F)ccc2C)[nH]n1	·	·	1%	6%	·	·	-19%	i	-0.1%
48	CN(C)c1ccc(C2SCCN2C(=O)c2ccc([N+](=O)[O-])cc2)cc1 (stereo unspecified)	i	-5%	-9%	3%	-1.6	-6%	-1%	i	0.8%
49	COc1ccccc1C(=O)Nc1ccc(S(=O)(=O)Nc2ncccn2)cc1	·	·	-2%	6%	·	-20%	-5%	i	-0.5%
50	CCNS(=O)(=O)c1ccc(CCC(=O)Nc2ccc3c(c2)OCCO3)cc1	i	0%	-18%	13%	-2.1	-5%	-35%	?	0.3%
51	C=CCSc1cc(C)nc2c(-c3ccc(Cl)cc3)c(C)nn12	i	-2%	-5%	-21%	0.7	?	-25%	?	-0.1%
52	NC(=O)C1CCN(C(=O)CSCc2ccccc2Cl)CC1	i	-4%	0%	-6%	-0.2	1%	0%	i	-0.8%
53	Cn1cc(/C=C(\NC(=O)c2ccccc2Cl)C(=O)N2CCOCC2)c2ccccc21	i	-1%	8%	-8%	-0.5	-8%	2%	i	0.0%

Molecules above containing a CF3 group (2):
entry	smiles	pAkt inh	Mm-Cpn inhibitor	TGFb inhibitor	A549 viability	CCT modulator	Nrf2 block	HepG2 viability	S2 tox	Nrf2 ARE act
8	O=C(C1CC1)N1CCN=C1SCc1cccc(C(F)(F)F)c1	i	1%	-6%	-4%	-2.8	-20%	-2%	i	-0.1%
36	COc1ccc([C@H]2CC(=O)C=C(c3ccc(Cl)c(C(F)(F)F)c3)C2)cc1	i	-1%	8.9µM*	4%	-0.6	6%	-37%	i	2.9%
